OX1R antag-1 = antagonists of human orexin 1 receptor | AID 434989 | 330,000 compounds, 0.43% hits | CHO/OX1R cells, Fluo-8 calcium fluorescence, orexin A | inhibition, % at 5 µM | O43613;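 active = inhibition above its plate's threshold, mean inhibition of all tested compounds on the plate plus 3 SD, cut at about 37% in these data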;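 note: 0% = orexin A challenge wells and 100% = SB-334867-A antagonist wells; not every result past the cut was called active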
Target sequence (O43613 whole entry, looked up): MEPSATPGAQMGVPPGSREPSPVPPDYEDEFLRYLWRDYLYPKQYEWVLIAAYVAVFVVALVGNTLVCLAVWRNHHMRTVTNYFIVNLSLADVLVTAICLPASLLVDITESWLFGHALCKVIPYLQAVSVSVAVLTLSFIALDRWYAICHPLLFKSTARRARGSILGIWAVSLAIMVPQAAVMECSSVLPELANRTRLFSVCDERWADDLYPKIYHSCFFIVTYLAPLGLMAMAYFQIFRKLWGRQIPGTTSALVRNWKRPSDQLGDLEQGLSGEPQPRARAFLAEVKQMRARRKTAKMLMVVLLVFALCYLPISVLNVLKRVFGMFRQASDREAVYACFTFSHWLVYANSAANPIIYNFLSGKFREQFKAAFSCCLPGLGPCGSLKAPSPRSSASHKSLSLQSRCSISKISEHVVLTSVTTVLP
OX1R antag-2 = blocks the human orexin 1 receptor; inhibition, % at 6.6 µM; O43613; AID 485270; 330,000 compounds, 1.8% hits; OX1R-expressing cells, FRET antagonist read-out; in the data active = inhibition mostly above about 38%, no sharp cut-off; inactive = mostly below about 40%;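 note: 0% = agonist challenge alone and 100% = reference antagonist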
Numbers without * were called inactive.

SMILES	OX1R antag-1	OX1R antag-2
Cc1cc(C)cc(OCC(=O)N(Cc2ccco2)c2c(N)n(Cc3ccccc3)c(=O)[nH]c2=O)c1	6	3
O=C(O)c1ccc(Cl)c(S(=O)(=O)N(Cc2ccccc2)c2ccc(F)cc2)c1	9	3
Cn1cc(C(=O)C(=O)N2CCOCC2)c2ccccc21	7	13
CCn1c(C)nc2c(=O)oc3ccccc3c21	-6	17
Cc1cc(C)n(-c2ccc(F)cc2CN2CCN(Cc3ccccc3)C(CCO)C2)n1 (configuration not stated)	-23	21
O=C(C1=C[C@@H](c2ccc3c(c2)OCO3)C[C@@H](OCCCCO)O1)N1CCOCC1	5	30
CC(Cc1c[nH]c2ccccc12)NC(=O)OCCCl (configuration not stated)	-4	7
COc1ccc(NC(=S)N2CCC(c3nc4ccc(Cl)cc4[nH]3)CC2)c(OC)c1	4	10
COc1cccc(-c2nc3n(n2)C(c2ccccc2Cl)C(C(N)=O)=C(C)N3)c1 (configuration not stated)	1	0
COc1ccccc1COc1ccc2c(C)c(CC(=O)O)c(=O)oc2c1C	-26	12
Cc1cc(=O)oc(C)c1C(=O)O	3	7
OC(CNCc1ccc(F)cc1)(c1ccc(F)cc1)c1ccc(F)cc1	-13	23
O=C(CSCCNS(=O)(=O)c1ccccc1)Nc1ccccc1	-6	11
COc1ccc2c(CC(=O)N3CCN(S(=O)(=O)c4ccc(F)cc4)CC3)coc2c1	-1	-2
COc1ccc(OCCC(=O)OCC(=O)NC(=O)NC(C)C)cc1	-15	15
COc1cc(C(=O)N/C(=C\c2cn(S(=O)(=O)N(C)C)c3ccccc23)C(=O)N2CCCC2)cc(OC)c1OC	-8	-1
CSc1nsc(NC(=O)Nc2ccccc2)n1	25	20
CC(C)NC(=O)c1onc(CSc2nc3ccccc3[nH]2)c1C(=O)NC(C)C	1	7
NNC(=S)Nc1cccc(-c2n[nH]c(=S)o2)c1	-11	8
Cc1ccc(S(=O)(=O)N/N=C/c2ccc(OCC(=O)Nc3ccccc3Cl)cc2)cc1	-28	21

Compounds from the list above that contain nitrogen in an aromatic ring, in the order listed:
SMILES	OX1R antag-1	OX1R antag-2
Cc1cc(C)cc(OCC(=O)N(Cc2ccco2)c2c(N)n(Cc3ccccc3)c(=O)[nH]c2=O)c1	6	3
Cn1cc(C(=O)C(=O)N2CCOCC2)c2ccccc21	7	13
CCn1c(C)nc2c(=O)oc3ccccc3c21	-6	17
Cc1cc(C)n(-c2ccc(F)cc2CN2CCN(Cc3ccccc3)C(CCO)C2)n1 (configuration not stated)	-23	21
CC(Cc1c[nH]c2ccccc12)NC(=O)OCCCl (configuration not stated)	-4	7
COc1ccc(NC(=S)N2CCC(c3nc4ccc(Cl)cc4[nH]3)CC2)c(OC)c1	4	10
COc1cccc(-c2nc3n(n2)C(c2ccccc2Cl)C(C(N)=O)=C(C)N3)c1 (configuration not stated)	1	0
COc1cc(C(=O)N/C(=C\c2cn(S(=O)(=O)N(C)C)c3ccccc23)C(=O)N2CCCC2)cc(OC)c1OC	-8	-1
CSc1nsc(NC(=O)Nc2ccccc2)n1	25	20
CC(C)NC(=O)c1onc(CSc2nc3ccccc3[nH]2)c1C(=O)NC(C)C	1	7
NNC(=S)Nc1cccc(-c2n[nH]c(=S)o2)c1	-11	8

The list goes on.
SMILES	OX1R antag-1	OX1R antag-2
CNc1snc(C)c1C(=O)OC(C)C(=O)Nc1ccccc1 (configuration not stated)	-14	1
CN(C)NC(=O)C(NC(=O)c1ccc(N)cc1)C12CC3CC(CC(C3)C1)C2 (configuration not stated)	-8	2
CC(=O)Nc1ccc(S(=O)(=O)N2CCN(C(=O)N3CCCCC3)CC2)cc1	-5	2
CC(CCc1ccccc1)NC(=O)CN1CCN(Cc2ccccc2)C1=O (configuration not stated)	-12	14
COc1ccc(S(=O)(=O)N2CCCC(C(=O)NCc3ccncc3)C2)cc1 (configuration not stated)	-16	4
Cc1cc(C(=O)OCC(=O)NCCc2ccccc2)c2ccccc2n1	-28	21
CC(=O)NS(=O)(=O)c1ccc(NC(=S)Nc2ccccc2)cc1	-25	-7
O=C1C(=O)c2ccccc2C(O)=C1CCCCl	-10	80*
Nc1nc(Cl)cc(=O)n1Cc1ccc(Cl)cc1	-18	16
O=C(Nc1ccccc1)c1ccc(S(=O)(=O)N2CCOCC2)cc1	-4	14
Cc1cccc(C(=O)N2CCCC(c3nc(-c4ccc(C)o4)no3)C2)c1 (configuration not stated)	-23	12
O=C(c1ccc([N+](=O)[O-])cc1[N+](=O)[O-])n1cnc2ccccc21	-5	108*
CC(C)CN1CN(Cc2ccccc2)CNC1=S	1	6
CC1CCCCN1CC(=O)Nc1ccc2c(c1)OC(F)(F)O2 (configuration not stated)	-11	19
S=C(Nc1cccc(Br)c1)c1ccccc1	-10	20
Cc1ccc(OCC(=O)NNC(=O)c2ccc3c(=O)n4c(nc3c2)CCC4)cc1	-18	21
CC(CCc1ccccc1)NC(=O)COC(=O)c1cccc(N(C)C)c1 (configuration not stated)	-40	-5
Cc1cccc(OCCCn2c(CCNC(=O)C(C)C)nc3ccccc32)c1	-31	23
CCCC(=O)N(CCc1ccc(OC)cc1)Cc1nc2ccccc2c(=O)[nH]1	-35	2
C#CCN1C(=O)S/C(=C/C=C/c2ccc(N(C)C)cc2)C1=O	79*	21

Overlap with the part before: 7 compounds; new compounds follow.
SMILES	OX1R antag-1	OX1R antag-2
CC1CCCCN1CC(=O)Nc1ccc2c(c1)OC(F)(F)O2 (configuration not stated)	-11	19
S=C(Nc1cccc(Br)c1)c1ccccc1	-10	20
Cc1ccc(OCC(=O)NNC(=O)c2ccc3c(=O)n4c(nc3c2)CCC4)cc1	-18	21
CC(CCc1ccccc1)NC(=O)COC(=O)c1cccc(N(C)C)c1 (configuration not stated)	-40	-5
Cc1cccc(OCCCn2c(CCNC(=O)C(C)C)nc3ccccc32)c1	-31	23
CCCC(=O)N(CCc1ccc(OC)cc1)Cc1nc2ccccc2c(=O)[nH]1	-35	2
C#CCN1C(=O)S/C(=C/C=C/c2ccc(N(C)C)cc2)C1=O	79*	21
O=C(/C=C/c1cccc([N+](=O)[O-])c1)NCCSCc1cccc(Cl)c1	-18	15
COc1ccc(-c2ccc(NS(=O)(=O)c3cc([N+](=O)[O-])c(C)c([N+](=O)[O-])c3)cc2)nn1	-27	14
Cc1ccc(C)c(OCCC(=O)OCC(=O)N2CCN(c3ccccc3)CC2)c1	-6	6
O=C(O)CCN(CCC(=O)O)c1nnc(SCc2ccccc2)s1	5	29
O=C(Nc1cccc(S(=O)(=O)N2CCCCCC2)c1)c1ccc(Cl)nc1	-23	12
O=C(NCCc1ccc(C(F)(F)F)cc1)C1CCC(=O)N(CCCc2ccccc2)C1 (configuration not stated)	-5	10
CCC1CCCCN1S(=O)(=O)c1ccc(C(=O)N(CCCN(C)C)c2nc3cc4c(cc3s2)OCO4)cc1 (configuration not stated)	-15	23
Cc1cc(C)cc(NC(=S)NCc2ccncc2)c1	-13	6
O=[N+]([O-])c1ccc(/C=C/c2ccc3cccc([N+](=O)[O-])c3n2)cc1	-5	29
Cc1ccc(NC(=O)/C(=C\c2cccnc2)NC(=O)c2ccccc2)cc1	0	6
CC(=O)N1CCN(c2ccc(NC(=O)c3cccc(Cl)c3Cl)cc2)CC1	-7	23
COc1cc2c(C(=O)NCCCOC(C)C)cn(CC(C)C)c(=O)c2cc1OC	-44	34
N#C/C(=C(/O)CCl)c1nnc2n1CCCCC2	7	-2
Cc1c(Br)c([N+](=O)[O-])nn1CC(=O)N1CCN(C23CC4CC(CC(C4)C2)C3)CC1	-15	49
O=C(NC1(C(F)(F)F)NC(=O)N(Cc2ccccc2)C1=O)c1cccs1 (configuration not stated)	-12	16
CCCCCNC(=O)C(=O)C1C(=O)Nc2ccccc21 (configuration not stated)	-21	7
Cc1ccc(C2NC(=O)c3sc(=S)n(-c4ccccc4)c3N2)cc1 (configuration not stated)	-36	14
CC(=O)NC(Cc1ccccc1)Cc1ccccc1	-13	10
C=CCNC(=O)Nc1ccc2oc(C)nc2c1	-15	19
CC(C)(CO)C(O)C(=O)NCCC#N (configuration not stated)	0	14
COc1ccc2cc(/C=C/C(=O)N3CCN(CC(=O)N4CCCCCC4)CC3)ccc2c1	-47	6
O=C(OCCc1ccccc1)c1cc(O)c(O)c(O)c1	1	24
CC(C)c1ccc(C2=NN(c3ccccc3)C(=O)CC2)cc1	-24	3
CCCOc1ccc(CN(C(=O)c2cccc(OC)c2)C2CCS(=O)(=O)C2)cc1 (configuration not stated)	-19	12
CN(C)c1ccc(N=Nc2ccccc2C(=O)OCC(=O)N2CCCC2)cc1	-25	29
Cc1ccc2nc(Cl)c(C3CC(c4cccs4)=NN3C(=O)CCCC(=O)O)cc2c1 (configuration not stated)	-3	4
Fc1ccc(-c2c[nH]c(=S)n2Cc2ccccc2)cc1	-34	-1
Cc1ccc(S(=O)(=O)NCCC(=O)OCC(=O)NCCc2ccccc2)cc1C	-15	12
CCN(CC(=O)NC1CCCC1)S(=O)(=O)c1ccc(F)cc1	-9	0
CCOC(=O)C1=CNS(=O)(=O)NC1c1ccc(Br)cc1F (configuration not stated)	-10	2
O=C(COC(=O)CNC(=O)c1ccccc1F)NC1CC1	4	4
Cc1nc(SCC(=O)NCCc2ccccc2)nc(C)c1C	-10	18
O=C(NNC(=O)c1cc2cc3ccccc3nc2s1)c1ccc(F)cc1	-17	22
COc1ccc(-c2cccc(C(=O)Nc3ccc(OC)c(OC)c3)c2)cc1	-25	10
CC(C)c1ccc(-n2nnnc2SCC(=O)NC2CC2)cc1	15	1
CCCCN(C(=O)c1cc2ccccc2o1)c1c(N)n(CC(C)C)c(=O)[nH]c1=O	-11	-4
Cc1ccc(SCC(=O)O/N=C(\N)c2cccnc2)cc1	3	13
O=C(COc1ccc(S(=O)(=O)N2CCCC2)cc1)N1CCCC1	-12	13
Cc1cc(C)cc(Oc2ccc(C(F)(F)F)cc2C#N)c1	-3	13
COc1cc(SC)ccc1C(=O)N1CCN(Cc2ccc3c(c2)OCO3)CC1	-26	-10

Ordered by molecular weight (highest first): three of the compounds above.
SMILES	OX1R antag-1	OX1R antag-2
COc1ccc(NC(=S)N2CCC(c3nc4ccc(Cl)cc4[nH]3)CC2)c(OC)c1	4	10
CC(=O)NS(=O)(=O)c1ccc(NC(=S)Nc2ccccc2)cc1	-25	-7
COc1ccc(OCCC(=O)OCC(=O)NC(=O)NC(C)C)cc1	-15	15

The list continues:
SMILES	OX1R antag-1	OX1R antag-2
CC(=O)c1ccc(Nc2ncnc3c2oc2ccccc23)cc1	-12	32
CCOc1ccc(/C(O)=C2\C(=O)C(=O)N(c3ccc(OC)cc3)C2c2ccccc2[N+](=O)[O-])cc1 (configuration not stated)	-18	15
Cc1cccc(NCc2cc(Cl)cc(Cl)c2O)n1	9	9
O=C(O)c1cccc(S(=O)(=O)Nc2cc(Cl)ccc2Cl)c1	-19	11
CCCNC(=O)COC(=O)c1n[nH]c2ccccc12	-14	-1
O=C(Cn1cc(C(F)(F)F)ccc1=O)N/N=C/c1ccccc1O	-14	11
COC(=O)COc1ccc2c(=O)c(-c3ccccc3OC)coc2c1	-31	34
Cn1c(NCCc2ccccc2)cc(=O)n(C)c1=O	-2	4
CC(=O)NCc1nc2ccccc2n1Cc1ccccc1C	-10	2
CC(C)COC(=O)NC1c2ccccc2Oc2ccccc21	-17	9
O=C(O)C(Cc1ccc(F)cc1)c1ccccc1 (configuration not stated)	-25	0
C[C@]12C(=O)N(c3cccc(F)c3)C(=O)N1[C@@H]1c3ccccc3OC[C@@H]1[C@H]2c1ccccc1	-28	31
CCOc1ccc(-c2cc(C(=O)NCCCN3CCCC3)c3ccccc3n2)cc1	-6	17
CCc1cccc2c(C(=O)COC(=O)c3nccnc3N)c[nH]c12	1	20
FC(F)Sc1ccc(-n2c(-c3ccc(Cl)cc3)c[n+]3c2CCC3)cc1	0	8
O=C(CN1C(=O)C2CC=CCC2C1=O)Nc1ccc(OC(F)(F)F)cc1 (configuration not stated)	-18	-1
C=CCn1c(CSc2nnc(-c3ccccc3)n2C)n[nH]c1=S	-4	-1
O=[N+]([O-])c1cccnc1Oc1ccc(F)cc1F	-9	4
COc1ccc(Nc2ncnc3c2cnn3-c2ccccc2)cc1OC	-15	12
O=C(NC1CCCC1)c1cccc2c1C(=O)c1ccc(/C=C/c3ccccc3)cc1S2(=O)=O	3	1

From PubChem BioAssay
